Assay outcomes: PubChem, National Center for Advancing Translational Sciences (NCATS)
A549 viability: counter-screen for Nrf2 inhibitors: cytotoxicity in A549 cells | Potency, µM (doses to about 46 µM), inactives show at the highest dose activity change, negative = cytotoxicity, most hits filed as inhibitors | 390,000 compounds, 0.16% hits | A549 ARE-Fluc cells, CellTiter-Fluor viability, 18-24 h; further: potency means the concentration at half of the fitted maximal effect; on the % scale 0 is the no-effect control and ±100 the full control effect
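A549 ARE-Fluc cells in 5% FBS OPTI-MEM, 5000 cells/well, rested 2 h then exposed to compounds in concentration-response for 18-24 h at 37 °C. Viability by CellTiter-Fluor fluorescence (Ex 405/Em 525) after 30 min; luciferase luminescence (BugLite, 15 min, RT) read afterwards.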
Nrf2 inh: inhibitors of Nrf2 signaling. A549 ARE-Fluc reporter, luciferase luminescence, 18-24 h. Potency, µM (doses to about 46 µM), without a hit: at the highest dose activity change, negative = inhibition, actives largely listed as inhibitors. 360,000 compounds, 2.1% hits. AID 504444; further: potency means the concentration at half of the fitted maximal effect; on the % scale 0 is the no-effect control and ±100 the full control effect; nearly all actives have a fitted effect of over 60% in size
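Two sequential reads on A549 ARE_Fluc cells exposed to compound for 18-24 h: a CellTiter-Fluor fluorescence read for viability, then a luciferase luminescence read for Nrf2/ARE activity.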
MmCpn inh: M. maripaludis TRiC chaperonin inhibition. purified Mm-Cpn ATPase, ADP Transcreener TR-FRET. Potency, µM (highest dose often 76.9 µM), inactives show at the highest dose activity, negative = inhibition, usual class: inhibitors. 330,000 compounds, 0.031% hits; further: potency means the concentration at half of the fitted maximal effect; on the % scale 0 is the no-effect control and ±100 the full control effect; nearly all actives have a fitted effect of over 80% in size
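Reaction buffer contained 30 mM Tris pH 7.4, 100 mM KCl, 5 mM MgCl2 and 1 mM DTT. Mm-CPN (25 nM final) hydrolysed 10 uM ATP over 30 min at 37°C; ADP was read by HTRF.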
EPAC2 ag: EPAC2 (human) agonism; Q8WZA2; EPAC2 activation, biochemical qHTS; response scale: 100% = 6.5 mM cAMP response; Potency, µM (top dose mostly 154 µM), inactives show at the top dose activation, hits mostly activators; 360,000 compounds, 0.079% hits; AID 720711; further: potency means the concentration at half of the fitted maximal effect; nearly all actives have a fitted effect of over 50% in size
Target sequence (Q8WZA2 whole entry, looked up): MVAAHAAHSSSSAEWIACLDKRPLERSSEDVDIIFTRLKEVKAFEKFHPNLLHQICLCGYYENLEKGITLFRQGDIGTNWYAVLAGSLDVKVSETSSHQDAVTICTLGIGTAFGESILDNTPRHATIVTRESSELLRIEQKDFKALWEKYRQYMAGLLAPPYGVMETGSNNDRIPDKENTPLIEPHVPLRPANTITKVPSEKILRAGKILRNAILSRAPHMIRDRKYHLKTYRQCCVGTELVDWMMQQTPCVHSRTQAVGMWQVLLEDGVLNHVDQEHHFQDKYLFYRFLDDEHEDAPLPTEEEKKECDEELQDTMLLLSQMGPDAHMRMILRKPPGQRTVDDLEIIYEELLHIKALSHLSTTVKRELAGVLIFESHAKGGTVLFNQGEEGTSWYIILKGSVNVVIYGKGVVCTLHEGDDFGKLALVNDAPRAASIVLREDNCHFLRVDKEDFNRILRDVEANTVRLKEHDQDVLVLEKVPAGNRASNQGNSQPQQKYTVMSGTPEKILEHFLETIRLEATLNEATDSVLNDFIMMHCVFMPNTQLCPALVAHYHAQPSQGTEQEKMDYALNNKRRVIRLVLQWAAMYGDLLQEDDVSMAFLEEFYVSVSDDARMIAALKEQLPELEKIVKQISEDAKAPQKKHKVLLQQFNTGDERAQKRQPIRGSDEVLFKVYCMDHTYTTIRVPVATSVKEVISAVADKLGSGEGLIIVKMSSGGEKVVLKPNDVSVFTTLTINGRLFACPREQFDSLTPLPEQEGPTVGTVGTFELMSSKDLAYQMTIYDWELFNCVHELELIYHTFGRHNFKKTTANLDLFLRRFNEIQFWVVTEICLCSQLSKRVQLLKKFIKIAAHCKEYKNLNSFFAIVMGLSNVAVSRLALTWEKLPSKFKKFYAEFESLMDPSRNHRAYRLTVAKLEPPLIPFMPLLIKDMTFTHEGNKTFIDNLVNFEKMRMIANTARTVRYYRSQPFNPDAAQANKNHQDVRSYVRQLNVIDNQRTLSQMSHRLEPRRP
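Readout is BODIPY fluorescence (480 nm excitation, 540 nm emission), which falls as labeled GDP is exchanged off Rap1B. EPAC2 at 100 nM acted on 250 nM RAP1B-BODIPY-GDP with 50 uM GDP present.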
Nrf2 ARE act: activates Nrf2 signaling | 410,000 compounds, 0.31% hits | Potency, µM (doses to about 46.1 µM), for the others: at the top dose activation, usual class: activators | AREc32 ARE-luciferase reporter (MCF7-derived line), luminescence, 24 h | AID 624171; further: potency means the concentration at half of the fitted maximal effect; % of control where 0% means no effect; nearly all actives have a fitted effect of over 65% in size
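ARE activation measured as luciferase luminescence (Steady-Glo, 30 min RT) in AREc32_Fluc cells after 24 hr compound exposure at 37 deg C, 5% CO2; cells seeded overnight at 1000/well in OPTI-MEM, 5% FBS.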
TGFb SMAD3 inh: inhibitors of TGF-b signaling; AID 588855; 410,000 compounds, 1.2% hits; Potency, µM (series often up to 46.1 µM), for inactives: top-dose activity, negative = inhibition, actives largely listed as inhibitors; HepG2 CAGA-GFP TGF-b/SMAD3 reporter, GFP fluorescence, 18 h; TGF-beta stimulated, 500 pg/mL final; further: potency means the concentration at half of the fitted maximal effect; on the % scale 0 is the no-effect control and ±100 the full control effect; nearly all actives have a fitted effect of over 65% in size
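First, reporter cells (HEPG2 CAGA-GFP) rested 2 h at 37 degrees C. Next, compounds were pinned in and TGF-beta added to 500 pg/mL final. After 18 h, GFP was imaged per cell and summed per well.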
EPAC2 antag: EPAC2 (human) antagonism. Q8WZA2. EPAC2 GEF exchange of Rap1B-BODIPY-GDP, fluorescence. Potency, µM (series often up to 114 µM), without a hit: at the highest dose activity, negative = inhibition, hits mostly inhibitors. 360,000 compounds, 0.18% hits. AID 720708; further: potency means the concentration at half of the fitted maximal effect; on the % scale 0 is the no-effect control and ±100 the full control effect; nearly all actives have a fitted effect of over 45% in size; many of its hits are not listed in these tables
CCT chaperon mod: cytosolic chaperonin activity modulation; purified chaperonin ATPase assay, HTRF ADP detection, 30 min; activity change, % (no concentration beside the values), hits read low; 360,000 compounds, 0.3% hits; AID 651819; in the data active means activity change below about -30%; further: on the % scale 0 is the no-effect control and ±100 the full control effect
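TRiC (40 or 20 nM final, by batch activity) in 30 mM Tris pH 7.4, 100 mM KCl, 5 mM MgCl2, 1 mM DTT was treated with compound at 76 uM single dose, then 10 uM ATP, 30 min at 37 °C. ADP was read by HTRF Transcreener.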
Akt phos inh: blocks phosphorylation of Akt; Neuro2A IGF-stimulated pAkt S473 HTRF, 20 min; hits give low values; AID 651550; 360,000 compounds, 0.32% hits; activity change, % for hits at 50 µM; in the data active means activity change below about -80%; inconclusive means mostly about -51% to -80%; further: on the % scale 0 is the no-effect control and ±100 the full control effect
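Single-point screen (50 µM final compound) in Neuro2A cells stimulated 20 min with 6 nM IGF at 37 deg C. After lysis, Ser473-phosphorylated Akt read by HTRF (ex 330 nm, em 615/665 nm) as the 665/615 ratio.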
Starred values were filed as active, the others as inactive; i = inactive; ? = inconclusive; . = not tested or not shown; [ ] = dose if it differs, or a comment. Unless noted, the call rests on the fitted dose curve; in most records, active means well fitted curve in the direction sought with a large enough effect; inconclusive means small, poorly fitted or top-dose-only effect, or another doubt; inactive means no such curve, though single readings can be large; an effect the other way counts as inactive or inconclusive.

SMILES	A549 viability	Nrf2 inh	MmCpn inh	EPAC2 ag	Nrf2 ARE act	TGFb SMAD3 inh	EPAC2 antag	CCT chaperon mod	Akt phos inh
COc1ccc(S(=O)(=O)n2nc(OC(=O)c3cccs3)cc2N)cc1	3.8%	7.0%	0.4%	9.8%	-0.7%	-13.1%	1.1%	-0.6	i
COc1cc2c(C#Cc3cccnc3)c(-c3ccsc3)oc(=O)c2cc1OC	2.6%	-7.9%	-1.9%	6.0%	6.0%	?	-19.7%	0.3	i
COC(=O)C1(C(F)(F)F)N=C(C(F)(F)F)Nc2ccc(Cl)cc21 (configuration not stated)	-5.1%	5.7%	0.0%	-3.0%	0.2%[9.22 µM]	?	2.4%	-0.1	i
CCOc1cc(/C=C/c2ccc3cccc([N+](=O)[O-])c3n2)cc(Cl)c1O	-23.8%	?	0.6%	1.7%	?	?	-7.5%	0.2	i
COc1cc2c(cc1OC)C(c1cc(OC)c(OC)cc1[N+](=O)[O-])N(C(C)=O)CC2 (configuration not stated)	2.3%	-12.0%	0.7%	-1.9%	-0.4%	13.0%	3.3%	-2.2	i
O=S(=O)(Nc1ccc2c(c1)OCCO2)c1cnc[nH]1	-5.3%	5.0%	0.2%	4.1%	0.4%	2.4%	10.7%	1.9	i
Cc1c(C)[n+](=O)c(-c2cccs2)c(C)n1[O-]	-2.3%	10.9%	0.8%	-7.2%	1.1%	6.5%	3.0%	-0.8	i
O=C(/C=C/c1c(Cl)nc2ccccn12)N1CCCCC1	6.5%	0.3%	0.0%	8.2%	4.0%	-8.3%	24.5%	-1.6	i
CNC(=O)COc1coc(CN2CCN(c3ccccc3OC)CC2)cc1=O	3.5%	6.6%	-2.6%	9.6%	0.3%	-0.4%	17.5%	-5.7	i
CC(C)CNC(=O)c1cc(-c2ccc3c(c2)OCO3)on1	2.8%	?	0.7%	16.7%	-0.9%	0.6%	-1.0%	-0.6	i
CCC(C(=O)OC)n1cnc2c(cnn2-c2ccc(F)cc2)c1=O (configuration not stated)	8.0%	39.4%	.	.	0.7%	?	.	.	.
Cc1ccc(OCC(=O)NNC(=O)c2ccc3c(=O)n4c(nc3c2)CCC4)cc1	6.9%	1.1%	-1.1%	-9.0%	0.1%	-18.9%	-2.3%	-18.9	i
O=S(=O)(c1ccc2ccccc2c1)N1CCN(C2CCN(Cc3ccccc3)CC2)CC1	0.8%	11.3%	0.2%	-3.0%	0.4%	-16.5%	-2.2%	-4.2	i
O=C(COc1ccc2c3c(c(=O)oc2c1)CCCC3)NCCCn1ccnc1	3.8%	?	-2.9%	0.3%	-0.1%	0.7%	3.0%	-0.3	i
COc1ccc(C(=O)OCC(=O)Nc2ccc(OC)c(S(=O)(=O)N3CCCCC3)c2)cc1[N+](=O)[O-]	6.0%	-3.3%	-0.9%	4.1%	0.0%	-10.6%	-1.7%	-0.4	i
CC1CC(OCC(O)C[N+]2(C)CCOCC2)CC(C)(C)C1 (configuration not stated)	-1.8%	0.5%	-0.1%	6.4%	0.3%	15.4%	6.8%	0.5	i
COc1ccc(N/C(=N/c2nc(C)cc(C)n2)NC(=O)Nc2ccc(Cl)c(Cl)c2)c(OC)c1	3.8%	28.0%	0.7%	-7.6%	-0.1%	0.1%	18.6%	-1.6	i
Cc1ccc2nc(Cl)c(C#N)cc2c1	-1.0%	1.1%	-19.8%	3.1%	-0.5%	26.8%	0.5%	-13.5	i
CC(=O)OCC12COC3c4ccccc4OC(C)(CC1C)C3C2C (configuration not stated)	4.3%	-5.8%	0.3%	14.2%	0.2%	2.6%	-14.2%	-0.7	i
Oc1ccc(Cn2ccnc2)c2cccnc12	2.8%	-0.4%	-6.1%	11.5%	7.8%	-22.7%	3.0%	0.9	i
O=C(CSC1=NS(=O)(=O)c2cc(Cl)ccc2N1)Nc1ccccc1F	9.5%	-0.6%	1.9%	11.2%	-0.4%	0.0%	-6.9%	-0.7	i
CCCCN(C)CCC(=O)Nc1ccc(F)c(F)c1	7.1%	2.6%	3.3%	2.1%	0.0%	-2.1%	1.5%	-0.9	i
Cc1cc(C)c(NC(=O)Cn2c([N+](=O)[O-])cnc2C)c(C)c1	-8.7%	-5.2%	1.0%	0.9%	0.4%	-1.8%	5.1%	-2.0	i
O=C(CS(=O)(=O)c1ccccc1)N1CCN(c2ccccc2)CC1	-7.8%	3.8%	-0.5%	-3.1%	0.6%	10.1%	7.6%	-1.1	i
COc1ccc(-c2nnnn2C)cc1S(=O)(=O)Nc1ccc(C)cc1C	0.2%	-16.0%	1.2%	4.3%	-0.5%	3.4%	-5.1%	-0.7	i
Cc1cc(C)cc(Nc2cc(C(=O)NCc3ccccc3)c3ccccc3n2)c1	-14.9%	?	.	.	6.4%	?	.	.	.
COC(=O)c1ccc(NC(=S)NC(=O)c2c(-c3ccccc3)noc2C)cc1	9.6%	-1.4%	-2.7%	11.8%	-0.4%	24.0%	-2.6%	-1.9	i
N#C/C(=C\c1ccc(Cl)cc1)c1nc2ccccc2[nH]1	4.4%	7.5%	.	.	7.7%	-27.6%	.	.	.
COc1ccc(CNCc2ccc(OC)c3ccccc23)cc1	4.4%	-0.1%	2.6%	11.8%	-0.5%	15.8%	-3.1%	0.4	i
CN(CCOc1ccc(Cl)cc1)C(=O)c1ccc(S(=O)(=O)N2CCOCC2)cc1	0.2%	-9.3%	3.0%	2.4%	-0.2%	-1.1%	-14.6%	2.7	i
Cc1ccsc1C(=O)N1CCN(c2ncccn2)CC1	-6.0%	-1.3%	2.9%	-1.6%	-0.1%	10.8%	4.2%	-3.0	i
COc1ccc(NC(=O)CSc2nc(-c3ccccc3)cc(-c3cc(OC)c(OC)c(OC)c3)c2C#N)c(OC)c1	3.1%	-14.8%	.	.	-0.5%	-2.3%	.	.	.
Cc1ccccc1C(=O)NNC(=O)C(=O)Nc1cccc(Cl)c1C	-9.0%	?	2.0%	0.5%	-0.8%	12.7%	10.6%	0.3	i
Cc1c(C)n(Cc2ccc(F)cc2)c2ccc(C(=O)N3CCN(c4ccc(F)cc4)CC3)cc12	-10.2%	-9.5%	.	.	0.4%	-19.7%	.	.	.
CCOc1ccccc1CNCc1c(C(=O)O)n(Cc2ccc(F)cc2)c2cc(C)ccc12	18.4µM*	?	.	.	-0.3%	0.8%	.	.	.
O=[N+]([O-])c1ccc(N2CCN(Cc3ccccc3)CC2)s1	-7.9%	-10.8%	-1.7%	-1.8%	-0.2%	-5.8%	2.4%	-0.8	i
CCN(CCNC(=O)C1CCN(c2nnc(-n3cccc3)s2)CC1)c1ccccc1	0.2%	1.1%	0.6%	2.3%	-1.1%	-6.8%	-2.7%	-0.7	i
NC(=S)NNc1ccc(Cl)c(Cl)c1	-13.1%	-7.3%	1.7%	5.8%	3.2%	1.7%	-3.6%	-0.8	i
COc1ccc(NC(=O)CNc2ccc(C#N)cc2)cc1	-4.1%	-17.7%	1.2%	5.5%	0.3%	8.0%	-0.9%	-2.7	i
CCOC(=O)C1(C)NC(c2ccccc2F)C2C(=O)N(c3cccc(C(C)=O)c3)C(=O)C21 (configuration not stated)	-1.4%	7.4%	0.8%	9.4%	0.2%	-2.6%	-0.2%	1.4	i
O=C(CC1C=CCC1)Nc1ccccc1 (configuration not stated)	-0.5%	27.7%	.	9.6%	1.9%	-2.0%	3.2%	-1.2	i
C/C(=N\NC(=O)CNC(=O)c1ccccc1F)c1ccco1	0.2%	-15.7%	0.3%	6.9%	7.3%	-16.9%	5.8%	-2.5	i
CCOC(=O)C1(Cc2ccc(Cl)cc2)CCN(C(C)Cc2ccc(O)c(OC)c2)CC1 (configuration not stated)	-9.5%	?	0.1%	3.5%	0.7%	?	11.7%	-0.7	i
CC(C)Sc1nnc(Nc2ccccc2)s1	9.6%	.	0.2%	11.0%	11.2%	14.1%	-1.1%	0.9	i
O=C(Nc1ccc(N2CCCC2)cc1)c1cc(Br)ccc1Cl	-0.3%	-21.4%	-1.2%	-1.0%	0.2%[9.22 µM]	-12.1%	-1.2%	1.3	i
CCn1c(/C=C/Nc2ccccc2)[n+](CC)c2ccc(C(=O)OCC(F)(F)F)cc21	-10.9%	-12.1%	1.4%	-5.1%	0.1%	-7.0%	5.7%	-5.4	i
COc1cc(/C=N\NC(=O)c2ccc(Cl)cc2)ccc1Oc1ccc([N+](=O)[O-])cn1	-0.3%	?	1.8%	4.6%	0.8%	-9.4%	3.5%	-2.2	i
COCCCNc1nc2nonc2nc1N1C[C@H]2CC[C@H]1C2	-6.4%	1.4%	2.7%	2.1%	-0.7%	-4.6%	-5.8%	-0.1	i
Cc1ccc(CN/C=C/C(=O)c2ccc(Br)cc2)cc1	2.6%	.	-0.5%	11.0%	4.6%	?	-0.7%	-0.1	i
CCCCCC(=O)Nc1ccc(C(=O)COC(=O)CN2C(=O)NC3(CCCC3)C2=O)cc1	1.0%	8.3%	-0.5%	-2.6%	0.6%	-0.1%	4.1%	-1.9	i
C=CCOc1ccc(/C=C\c2nc(O)c([N+](=O)[O-])c(=O)[nH]2)cc1OCC	-5.2%	6.6%	-0.9%	3.0%	0.2%	39.2%[activator]	-1.1%	-1.1	i
Cc1ccc(NC(=O)NC(=O)CSc2n[nH]c(N)n2)c(C)c1	-5.2%	-23.5%	-4.0%	-0.3%	5.2%	4.7%	0.5%	2.6	i

Not all compounds are listed; rates above refer to the full screens.
